Polio RdRp inh: poliovirus RdRp elongation inhibitors, primary screen, biochemical, fluorescence polarization, total intensity; poliovirus polymerase elongation; stronger effect = lower value; actives 0.66% (n = 150,000); Genome polyprotein (Poliovirus type 1 (strain Mahoney)), P03300; % elongation, % (compound at 16.7 µg/mL); in the data active = % elongation below about 90%; note: some results filed as inactive read as strong as hits
Target sequence (P03300 1749-2209 limits assumed): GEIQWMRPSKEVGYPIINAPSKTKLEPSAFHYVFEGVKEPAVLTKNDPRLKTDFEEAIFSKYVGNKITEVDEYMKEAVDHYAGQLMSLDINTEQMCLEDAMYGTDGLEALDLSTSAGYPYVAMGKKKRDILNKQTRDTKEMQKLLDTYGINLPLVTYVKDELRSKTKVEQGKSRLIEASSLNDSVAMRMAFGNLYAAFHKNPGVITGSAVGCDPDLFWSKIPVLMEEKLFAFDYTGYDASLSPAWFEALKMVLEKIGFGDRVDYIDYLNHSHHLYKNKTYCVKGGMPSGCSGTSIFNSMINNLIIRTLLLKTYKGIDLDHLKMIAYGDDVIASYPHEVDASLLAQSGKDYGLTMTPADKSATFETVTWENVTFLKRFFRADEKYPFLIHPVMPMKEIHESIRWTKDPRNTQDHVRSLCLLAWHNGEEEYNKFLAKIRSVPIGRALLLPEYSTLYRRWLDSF
Polio RdRp inh FP z-score: second read-out of Polio RdRp inh, no call of its own (marks repeat the call); z-score; measured here: FP z-score; hits read low
The depositor's hits bear a star.

Compound | Polio RdRp inh | Polio RdRp inh FP z-score
Cc1cccc(C)c1NC(=O)CNC(=O)C(C)Oc1ccccc1C#N (stereo not given) | 96 | -1
CCOc1cc(C2C(C(=O)Nc3ccc(OC)cc3)=C(C)Nc3nc(SC)nn32)ccc1O (stereo not given) | 108 | 0.6
Cc1c(C)c(O)c(Cc2nc3ccccc3[nH]2)c(C)c1O | 105 | 0.7
COc1cc(NC(=O)c2noc3c2CSc2ccccc2-3)cc(OC)c1OC | 112 | 0.2
Cc1cc(C(=O)Nc2ccc(Cl)cc2)no1 | 104 | 0.6
c1ccc(-c2oc3ncn4ncnc4c3c2-c2ccccc2)cc1 | 102 | 0.8
CC1Cc2cc(S(=O)(=O)CCC(=O)Nc3cccc(F)c3)ccc2N1C(=O)C1CC1 (stereo not given) | 109 | 0.4
O=C1C(=O)N(CCCN2CCOCC2)C(c2cccs2)/C1=C(\O)c1ccccc1 (stereo not given) | 103 | 0.4
C#CCSc1nc(-c2cccs2)cc(C(F)(F)F)c1C#N | 102 | 0.3
CCC(C(=O)N1CCCCC1C)c1ccccc1 (stereo not given) | 98 | -0.3
CCN1CCN(C(=O)Cn2ncc3c4ccccc4n(Cc4ccccc4F)c3c2=O)CC1 | 109 | 0.1
CN(Cc1ccccc1)C(=S)Nc1ccc2nc3n(c(=O)c2c1)CCCCC3 | 102 | 0.7
Cc1nc(-n2nc(C)c(Cc3ccc4c(c3)OCO4)c2C)sc1C(=O)Nc1ccc(Cl)cc1 | 104 | 0
CC(=O)N1CCN(C(=O)c2cc(-c3ccc(C)cc3)nc3ccccc23)CC1 | 100 | -0.5
CC(C)OC(=O)c1cc2nc(-c3ccccc3)cc(C(F)(F)F)n2n1 | 103 | 0
O=C(Cc1ccc(Cl)cc1)NCC1COC2(CCCC2)O1 (stereo not given) | 103 | 0.1
Cc1ccc(-n2ncc(C(=O)NCCCN3CCN(C)CC3)c2C2CCN(C(=O)OC(C)(C)C)CC2)c(C)c1 | 110 | 0.9
N#Cc1ccc(-c2cccc(Cl)c2Cl)o1 | 103 | 0.7
O=C(c1ccc2c(c1)CCN2S(=O)(=O)c1ccccc1)N1CCN(c2ccccc2)CC1 | 105 | 1.7
COc1ccc2c(c1)C(=O)N(c1ccccc1)C(=O)C2 | 96 | -0.3

The list goes on.
Compound | Polio RdRp inh | Polio RdRp inh FP z-score
CCOc1ccc(NC(=O)Cn2c(=O)n(CCCC(=O)NCc3ccc4c(c3)OCO4)c(=O)c3ccccc32)cc1 | 106 | -0.1
COc1ccc(C2=NN(CC(=O)NCc3ccc(C)cc3)C(=O)CC2)cc1 | 102 | 0.1
CCN(CC)C(=O)C1CCN(S(C)(=O)=O)CC1 | 102 | 0.1
CCCN1CCN(CCCNC(=O)c2cc3c(=O)n(CC)c4ccccc4c3s2)CC1 | 93 | -1.1
CCn1c(=O)c2sccc2n2c(CCCC(=O)N3CCN(c4cccc(Cl)c4)CC3)nnc12 | 103 | 0.1
COc1cc(CN(C(=O)COc2ccc(C)cc2)c2ccccn2)cc(OC)c1OC | 109 | 0.2
NC(=O)Cn1cnc2ccccc21 | 103 | 0.4
CN(C)S(=O)(=O)c1ccc2c(c1)N(CC(=O)NCc1ccc(F)cc1)C(=O)CS2 | 110 | 0.3
O=C(Cn1nnc(-c2ccccc2Br)n1)N(Cc1ccccc1)C1CCS(=O)(=O)C1 (stereo not given) | 105 | 0.3
CC(=O)N1CCc2cc(N=NC3=C(O)CCCC3=O)ccc21 | 101 | -0.1
COC(=O)c1c(NC(=O)COc2ccccc2Cl)sc2c1CCC(C(C)(C)C)C2 (stereo not given) | 108 | 0.4
Cc1cc(=O)n(CC(C)O)c(O)c1C#N (stereo not given) | 101 | -0.5
Nc1cccc2c1C(=O)N(C(=O)c1ccc(S(=O)(=O)N3CCCCCC3)cc1)C2=O | 102 | 0.1
CC(=O)NC1C(=O)N(Cc2ccccc2)c2ccccc21 (stereo not given) | 101 | -0.1
CCN(c1ncnc2c1c(-c1ccccc1)cn2-c1ccccc1)C1CCCCC1 | 109 | 0.4
COc1ccc(-c2ccc(NS(=O)(=O)c3cccc(C)c3)cc2)nn1 | 106 | 0
CC1(C)CC(NC(=O)/C=C/C(=O)NC2CC(C)(C)NC(C)(C)C2)CC(C)(C)N1 | 101 | -0.1
Cc1cc(CN2CCN(Cc3ccccc3)CC2)cs1 | 102 | 0
COC(=O)c1ccc(CC(C#N)(c2ccccc2)c2ccccc2)o1 | 105 | 0.4
O=C(O)C(O)Cc1c[nH]c2ccccc12 (stereo not given) | 99 | -0.2

(list continues)
Compound | Polio RdRp inh | Polio RdRp inh FP z-score
Cc1cccc(NC(=O)Cn2c(C(F)(F)F)nc3ccccc32)c1C | 105 | -0.9
Cc1ccc(S(=O)(=O)NC(=O)Nc2[nH]n(-c3ccccc3)c(=O)c2C2=NCCCCC2)cc1 | 100 | -0.3
C=CCNC(=O)c1cc(-c2ccccc2O)on1 | 101 | -0.4
Cc1cccc(N(CC(N)=O)S(C)(=O)=O)c1C | 103 | 0.4
c1cc(CNc2ccc3c(c2)OCCO3)ccn1 | 101 | -0.2
COc1ccc(-c2cc(C(=O)NCCc3ccccc3)nc3n[nH]c(-c4ccccc4)c23)cc1OC | 102 | -0.3
Cc1ccc(S(=O)(=O)N2CCC(N3CCN(Cc4ccccc4)C(=O)C3=O)CC2)cc1C | 102 | -1
CCOc1nc(NCCc2ccc(OC)c(OC)c2)nc(N2CCN(c3ccc(OC)cc3)CC2)n1 | 101 | 0.1
CC1CC(C)(C)OC(C[N+]2(C)CCCCC2)O1 (stereo not given) | 101 | -0.3
CC(=O)OC(COc1ccccc1)Cn1cnc2cc(C)c(C)cc21 (stereo not given) | 101 | -1.1
CC(=O)OCOCC(=O)OCO[P+](=O)C(OCOC(C)=O)c1cc([N+](=O)[O-])ccc1Oc1ccc(Br)cc1 (stereo not given) | 100 | 0.1
N=C1S/C(=C/c2ccccc2)C(=O)N1c1nonc1N | 100 | -0.1
COc1ccccc1Nc1nn2c(=O)c3ccc(C(=O)NC4CCC(C)CC4)cc3nc2s1 (stereo not given) | 107 | 0
Cc1nc2ccc(NC(=O)C3=NN(C)C(=O)CC3)cc2s1 | 94 | -0.5
CC(=O)N1C/C(=N/NC(N)=S)c2cc(Br)ccc21 | 101 | 0.2
COc1ccc(C2CC(=O)Oc3c2c(=O)n(C)c2ccccc32)c(OC)c1OC (stereo not given) | 102 | -0.5
CCC(=O)N(Cc1cc2ccccc2[nH]c1=O)C(C)C | 103 | 0.4
CC1(Cc2nc3ccccc3[nH]2)OCCO1 | 102 | -0.2
Cc1nn(CCC#N)c(NC(=O)c2ccc(Cl)cc2)c1P(=O)(Nc1ccc(F)cc1)N1CCOCC1 (stereo not given) | 99 | -0.1
COc1cccc(NC(=O)CN(C)C(=O)Cc2ccccc2F)c1 | 101 | -0.3

At a glance, part of the list above:
Compound | Polio RdRp inh | Polio RdRp inh FP z-score
Cc1cccc(NC(=O)Cn2c(C(F)(F)F)nc3ccccc32)c1C | 105 | -0.9
Cc1ccc(S(=O)(=O)NC(=O)Nc2[nH]n(-c3ccccc3)c(=O)c2C2=NCCCCC2)cc1 | 100 | -0.3
C=CCNC(=O)c1cc(-c2ccccc2O)on1 | 101 | -0.4
Cc1cccc(N(CC(N)=O)S(C)(=O)=O)c1C | 103 | 0.4
c1cc(CNc2ccc3c(c2)OCCO3)ccn1 | 101 | -0.2
COc1ccc(-c2cc(C(=O)NCCc3ccccc3)nc3n[nH]c(-c4ccccc4)c23)cc1OC | 102 | -0.3
Cc1ccc(S(=O)(=O)N2CCC(N3CCN(Cc4ccccc4)C(=O)C3=O)CC2)cc1C | 102 | -1
CCOc1nc(NCCc2ccc(OC)c(OC)c2)nc(N2CCN(c3ccc(OC)cc3)CC2)n1 | 101 | 0.1
CC1CC(C)(C)OC(C[N+]2(C)CCCCC2)O1 (stereo not given) | 101 | -0.3
CC(=O)OC(COc1ccccc1)Cn1cnc2cc(C)c(C)cc21 (stereo not given) | 101 | -1.1
CC(=O)OCOCC(=O)OCO[P+](=O)C(OCOC(C)=O)c1cc([N+](=O)[O-])ccc1Oc1ccc(Br)cc1 (stereo not given) | 100 | 0.1
N=C1S/C(=C/c2ccccc2)C(=O)N1c1nonc1N | 100 | -0.1
COc1ccccc1Nc1nn2c(=O)c3ccc(C(=O)NC4CCC(C)CC4)cc3nc2s1 (stereo not given) | 107 | 0

Next structures follow.
smiles,Polio RdRp inh,Polio RdRp inh FP z-score
C=CCNCc1cc2cc(C)cc(C)c2[nH]c1=O,102,0.1
CC(C)[C@H](NC(=O)Cc1ccccc1)C(=O)OCn1nnc2ccccc2c1=O,100,-0.6
Cc1ccccc1CSc1nc(-c2ccccc2)nc2c1Cc1c(CO)cnc(C)c1O2,117,2.2
O=C(Sc1ccc(Cl)cc1)c1cnn(-c2ccccc2)c1C(F)(F)F,105,0.2
CCOc1ccc(NC(=O)CN2C(=O)c3ccccc3Sc3ccc(C(=O)OC)cc32)cc1,111,1.1
COc1ccccc1CNC(=O)C(=O)NCC(c1cccs1)S(=O)(=O)c1ccc(F)cc1 (stereo not given),115,1.6
NC(=O)c1ncn([C@@H]2O[C@H](CO)[C@H](O)C2O)n1 (stereo not given in full),100,0
COc1ccc(Cl)cc1NC(=O)c1cc(S(=O)(=O)NC2CCCCCC2)ccc1F,115,1.4
CCc1nc(SCC(=O)NCc2ccccc2)c2c(=O)n(C)c(=O)n(C)c2n1,103,1.3
N#CCCN(Cc1ccco1)S(=O)(=O)c1ccccc1,100,-0.2
Cc1oc(-c2ccccc2Cl)nc1CS(=O)CC(=O)N1CCN(c2cccc(C(F)(F)F)c2)CC1 (stereo not given),106,0
CCS(=O)(=O)c1ccccc1C(=O)N1CCN(c2nc3ccccc3s2)CC1,106,-0.3

The list continues.
smiles,Polio RdRp inh,Polio RdRp inh FP z-score
Cc1ccc(CNC(=O)c2c(O)nc3ccccn3c2=O)cc1,114,2.8
CC(=O)Nc1ccc(S(=O)(=O)NCc2nc(-c3ccccc3)no2)cc1,104,0.9
N#CC(C#N)=c1ccc(=C(C#N)c2ccc(N3CCCC3)cc2)cc1,101,0
CCCCNc1nc(=S)nc(N(C)C)[nH]1,100,-0.5
COC(=O)c1cc2sccc2n1Cc1nc(-c2cccc(Br)c2)oc1C,101,-1.6
c1cncc(-c2nc(NCC3CCCO3)c3ccccc3n2)c1 (stereo not given),100,0.1
O=C(Nc1ccc(CCC(=O)N2CCCC2)cc1)c1cc2ccccc2o1,103,0.5
COc1ccc(-n2ccn3c(CC(C)(C)CC(=O)O)nnc3c2=O)cc1,101,-1.2
C=CCn1c(C)cc(-c2csc(CC#N)n2)c1C,107,0.9
Cc1sc2c(c1C)c(=O)n(Cc1ccccc1)c(=O)n2Cc1ccc(F)cc1,108,0.5
O=C(CN1CCC(n2nnc3ccccc32)CC1)Nc1cccc(F)c1,99,-1.4
COc1cc2nc(CN3CCCC3c3cccs3)[nH]c(=O)c2cc1OC (stereo not given),95,-1

Next records follow.
smiles,Polio RdRp inh,Polio RdRp inh FP z-score
Cc1ccc(NC(=O)Cn2nnc(-c3nc(-c4ccncc4)no3)c2N)c(C)c1,111,0.9
COc1cc(/C=N/OCC(=O)N2CCN(C(C)=O)CC2)ccc1OC(F)F,106,0.4
COc1cccc(C2Nc3ccccc3C(=O)N2NS(=O)(=O)c2ccc(C)cc2)c1O (stereo not given),102,0.1
Cc1ccc(N2Cc3ccccc3C2=N)cc1,109,0.7
CC(C)OC(=O)Oc1ccc2oc(=O)sc2c1,107,0.5
Cc1cn2ccccc2c1P(=Nc1ccccc1)(N1CCOCC1)N1CCOCC1,99,-0.3
COc1cccc(NC(=O)CSc2cn(CC(=O)N3CCOCC3)c3ccccc23)c1,101,-0.2
COc1cc2c(C(=O)N(C)c3cc(Cl)ccc3OC)cn(CC(C)C)c(=O)c2cc1OC,101,-0.5
O=C(Cn1ncc2c1-c1ccccc1OC2)NCc1cccs1,101,-0.6
O=C(NC1CC1)c1ccc2ccccc2n1,99,-0.2
CS(=O)(=O)N1CCN(c2cccc(Cl)c2)CC1,106,0.3
CC(C)(C)c1ccc(OCC(=O)N2CCC(c3nc4ccccc4s3)CC2)cc1,109,0.2

(list continues)
smiles,Polio RdRp inh,Polio RdRp inh FP z-score
COC(=O)c1csc(S(=O)(=O)NCc2nn(-c3ccccc3)nc2C)c1OC,102,0.2
Cc1ccc(N2CCN(c3ccc(C)cc3)C2c2ccncc2)cc1,104,0.5
CCOc1ccc(C2C(=O)N(C3CCCCC3)CC(=O)N2Cc2ccc(F)cc2)cc1OC (stereo not given),109,0
CC1(C)CC(n2cccc2)CC(C)(C)N1,104,0
CC1CCN(Cc2ccc(N)cc2)CC1,106,0.3
COc1ccc(S(=O)(=O)NCC(c2ccco2)S(=O)(=O)c2ccc(C)cc2)cc1F (stereo not given),109,0.6
COC(=O)c1sc2nc(SCc3ccccc3C)n(N)c(=O)c2c1C,104,0.9
Cc1ccc(N(CC(=O)Nc2ccc(Br)c(C)c2)S(=O)(=O)c2cccs2)cc1,106,-0.4
CCN(CC)CCSc1nnc2c3ccccc3n(CC(N)=O)c2n1,101,0
CCc1c(C)c2cc3c(-c4cccc(OC)c4)coc3cc2oc1=O,103,0.4
N#CCS(=O)(=O)c1ccc(Cl)cc1,100,-0.2
CCC(=O)Nc1ccccc1-c1nc2ccccc2[nH]c1=O,103,0.3
Cc1cc(NC(=O)/C=C/c2ccco2)n(-c2nc3ccccc3n2Cc2ccc(Cl)c(Cl)c2)n1,114,1.4
c1ccc(-c2ncsc2-c2ccccc2)cc1,105,0.8

This is a subset. The share of hits here may be higher or lower than overall.
